Menin MLL FP TR: menin-MLL binding inhibition, Texas Red mutant peptide. O00255. Menin + Texas Red MLL mutant peptide, fluorescence polarization. Potency, µM (series often up to 61.6 µM), for inactives: top-dose FP activity change, negative = inhibition, actives largely listed as inhibitors. 270,000 compounds, 0.23% hits; active = well fitted inhibition curve with a large enough effect in the polarisation, with a control signal flat, not every such curve was filed as active; inconclusive = small, poorly fitted or top-dose-only effect, or effect the other way, or a change in a side signal; inactive = no such curve, though single readings can be large or run the other way; the % refers to the polarisation; also: potency is read from the fitted curve at half-maximal effect; % of control where 0% means no effect; many of its hits are not listed in these tables
BRCA1 expr act: BRCA1 expression activation; Potency, µM (doses to about 46.1 µM), inactives show top-dose activation, hits mostly activators; 380,000 compounds, 1.1% hits; AID 624202; MCF7-BRCA1-FFLuc reporter, luminescence, 48 h; response scale: scaled: vehicle 0%, 10 µM genistein 100%; also: potency is read from the fitted curve at half-maximal effect; nearly all actives have a fitted effect of over 80% in size; some results filed as inactive show a strong effect at the top dose
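48 h compound treatment of MCF7-BRCA1-FFLuc cells (phenol-red free MEM, 37 °C), then 15 min with luciferase substrate and luminescence imaging.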
PKM2 act: PKM2 (human) enzyme activation | purified PKM2, Kinase-Glo ATP luminescence, activation; response scale: 0% is enzyme alone, no compound | Potency, µM (series often up to 57.5 µM), without a hit: top-dose activation, hits mostly activators | 260,000 compounds, 0.34% hits | AID 1631; also: potency is read from the fitted curve at half-maximal effect; % is scaled to controls: 0 for no effect and ±100 for the full control effect; nearly all actives have a fitted effect of over 55% in size
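Kinase-Glo luminescence reports ATP generated from ADP (0.1 mM) and PEP (0.5 mM) by purified hPK-M2 after 1 h at room temperature, pH 7.2 imidazole buffer; intermediate enzyme activity allows detecting inhibitors and activators.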
NPC1 promoter act: activates the NPC1 promoter | Huh7 NPC1 promoter luciferase reporter, 24 h | Potency, µM (series often up to 9.22 µM), without a hit: at the highest dose activation, most hits filed as activators | 320,000 compounds, 2.4% hits | AID 485313;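 also: potency is read from the fitted curve at half-maximal effect; % of control where 0% means no effect; nearly all actives have a fitted effect of over 60% in size; reporter is driven by a mutant NPC1 promoter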
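Huh7 reporter cells (NPC1 promoter driving luciferase) are dosed with compound for 24 h at 37 °C, 5% CO2; luciferase detection reagent is then added and luminescence measured after 10 min at ambient temperature.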
Giardia kill: kills Giardia lamblia; 340,000 compounds, 0.15% hits; Giardia lamblia trophozoite viability; activity change, % at 7.66 µM, hits read low; in the data active = activity change below about -80%; inconclusive = between about -30% and that limit;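 also: parasites exposed to compound for two days anaerobically before the ATP read; % is scaled to controls: 0 for no effect and ±100 for the full control effect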
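Luminescence from cellular ATP indicates surviving trophozoites (100 cells/well) following 48 hrs anaerobic compound treatment at 37 deg C; signal develops 15-30 min at room temperature.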
FLuc counter: counter-screen for miR-21 project: firefly luciferase inhibitors or activators. AID 588342. P08659. Potency, µM (series often up to 57.5 µM), without a hit: at the highest dose activity change, negative = inhibition, hits mostly inhibitors. purified FLuc, Km substrates, luminescence inhibition. 360,000 compounds, 6.9% hits;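 also: potency is read from the fitted curve at half-maximal effect; plate controls were vehicle for no effect and reference inhibitor for full effect; nearly all actives have a fitted effect of over 55% in size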
Target sequence (P08659 whole entry, looked up): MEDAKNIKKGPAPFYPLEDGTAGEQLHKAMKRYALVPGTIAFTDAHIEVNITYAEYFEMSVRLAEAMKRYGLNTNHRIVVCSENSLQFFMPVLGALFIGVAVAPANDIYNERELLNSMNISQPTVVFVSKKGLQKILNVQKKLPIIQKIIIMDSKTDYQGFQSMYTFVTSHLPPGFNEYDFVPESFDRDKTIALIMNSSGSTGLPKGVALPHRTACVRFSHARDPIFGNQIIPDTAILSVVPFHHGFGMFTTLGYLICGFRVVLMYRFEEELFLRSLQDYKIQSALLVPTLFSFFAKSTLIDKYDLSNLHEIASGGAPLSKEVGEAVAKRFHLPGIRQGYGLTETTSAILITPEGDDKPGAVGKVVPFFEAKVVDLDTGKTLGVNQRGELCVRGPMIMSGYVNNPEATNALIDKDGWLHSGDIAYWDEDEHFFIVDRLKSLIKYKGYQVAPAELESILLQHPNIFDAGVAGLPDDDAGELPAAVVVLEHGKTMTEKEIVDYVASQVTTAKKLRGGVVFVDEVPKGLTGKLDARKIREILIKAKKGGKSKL
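Biochemical qHTS of compounds, final roughly 60 µM downward over six points, against 10 nM purified firefly luciferase using Km concentrations of substrates (10 uM D-luciferin, 10 uM ATP) in Tris acetate pH 7.5 buffer; luminescence output.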
p53 reactivation: re-activators of mutant p53; 320,000 compounds, 0.063% hits; H1299 p53-A138V BP100-luciferase reporter, luminescence, 24 h; Potency, µM (highest dose often 92.2 µM), for the others: at the top dose activity change, positive = activation, actives largely listed as activators; also: potency is read from the fitted curve at half-maximal effect; % of control where 0% means no effect; nearly all actives have a fitted effect of over 45% in size
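p53-null H1299 cells stably carrying temperature-sensitive p53-A138V and a BP100-luciferase reporter were pinned with compounds (4-point, 1:5 series) and held 24 hrs at 37 deg C. Luminescence was read 10 min after detection reagent.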
Gal4-VP16 FLuc: inhibits Gal4-VP16 luciferase reporter, ROR gamma counter-screen; AID 2546; 310,000 compounds, 3.5% hits; Drosophila S2 Gal4-VP16 UAS-luciferase, luminescence, 20 h; Potency, µM (top dose mostly 53.6 µM), for the others: at the highest dose activity, negative = inhibition, most hits filed as inhibitors;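 also: Gal4-VP16 expression switched on by copper sulfate through the metallothionein promoter; potency is read from the fitted curve at half-maximal effect; % is scaled to controls: 0 for no effect and ±100 for the full control effect; nearly all actives have a fitted effect of over 50% in size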
Rab9 prom act: activates the Rab9 promoter; Huh7 Rab9 promoter-luciferase reporter, luminescence, 24 h; Potency, µM (highest dose often 9.22 µM), for inactives: at the highest dose activation, negative = inhibition, usual class: activators; 320,000 compounds, 2.8% hits; AID 485297; also: potency is read from the fitted curve at half-maximal effect; % of control where 0% means no effect; nearly all actives have a fitted effect of over 60% in size
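Luminescence from Amplite-detected luciferase (10 minutes, ambient) reports Rab9 promoter activation. Before that, stable Rab9-luciferase Huh7 cells (1500/well, reduced-serum OP-MEM I plus 10% FBS) were exposed to compound for 24 hours at 37C.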
ELG1 genotox: genotoxicity induction in ELG1-luciferase HEK293T cells; HEK293T ELG1-luciferase reporter, luminescence, 16 h; 330,000 compounds, 1.3% hits; Potency, µM (series often up to 46 µM), for the others: top-dose activity change, positive = activation, most hits filed as activators; also: potency is read from the fitted curve at half-maximal effect; % of control where 0% means no effect; nearly all actives have a fitted effect of over 60% in size
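After overnight (16 hr) compound treatment at 37 °C, ELG1-luciferase HEK293T cells were lysed with ONE-Glo; luminescence quantified 30 min later at room temperature.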
RORgamma inh: ROR gamma (mouse) transcription inhibition; Drosophila S2 Gal4-RORgamma UAS-luciferase reporter, 20 h; Potency, µM (top dose mostly 53.6 µM), for the others: top-dose activity change, negative = inhibition, usual class: inhibitors; 310,000 compounds, 5.4% hits; AID 2551; P51450; also: potency is read from the fitted curve at half-maximal effect; % is scaled to controls: 0 for no effect and ±100 for the full control effect; nearly all actives have a fitted effect of over 60% in size
Target sequence (P51450 whole entry, looked up, the tested form may be a part): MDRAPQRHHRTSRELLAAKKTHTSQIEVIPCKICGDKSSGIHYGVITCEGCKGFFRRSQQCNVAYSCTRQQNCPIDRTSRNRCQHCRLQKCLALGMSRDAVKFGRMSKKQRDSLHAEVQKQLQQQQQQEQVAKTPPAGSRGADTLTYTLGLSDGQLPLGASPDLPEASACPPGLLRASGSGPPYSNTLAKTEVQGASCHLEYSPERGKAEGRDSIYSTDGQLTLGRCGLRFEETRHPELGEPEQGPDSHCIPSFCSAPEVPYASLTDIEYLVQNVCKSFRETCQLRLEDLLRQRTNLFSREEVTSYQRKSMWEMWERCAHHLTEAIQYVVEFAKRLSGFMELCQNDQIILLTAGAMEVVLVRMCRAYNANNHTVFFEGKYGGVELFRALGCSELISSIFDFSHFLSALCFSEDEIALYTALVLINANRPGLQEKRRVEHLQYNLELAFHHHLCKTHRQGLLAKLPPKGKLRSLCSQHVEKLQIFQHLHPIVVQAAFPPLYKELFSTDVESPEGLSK
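ROR gamma transcriptional activity was tracked as Gal4-UAS luciferase output in stably transfected Drosophila Schneider cells, with compound added 1 hr before 700 uM copper sulfate induction and a 20 hr ambient-temperature incubation.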
Numbers without * were called inactive; & = joins results of further samples; [ ] = remark or other dose. Unless noted, calls follow the shape of the dose curve; as a rule, active = well fitted curve in the direction sought with a large enough effect; inconclusive = small, poorly fitted or top-dose-only effect, or another doubt; inactive = no such curve, though single readings can be large; an effect the other way counts as inactive or inconclusive. An excerpt; rates above refer to the full screens.

What do the screens show for `N#Cc1cc2ccccc2nc1N`?
Menin MLL FP TR: -23%; BRCA1 expr act: 14%; PKM2 act: -6%; NPC1 promoter act: 0%; Giardia kill: 5; FLuc counter: -5%; p53 reactivation: 3%; Gal4-VP16 FLuc: -26%; Rab9 prom act: 10%; ELG1 genotox: 4%; RORgamma inh: 2%

What do the screens show for `CCCCOc1ccc(C(=O)Nc2ccc3c(c2)OCO3)cc1`?
Menin MLL FP TR: inconclusive; BRCA1 expr act: 10%; PKM2 act: 4%; NPC1 promoter act: 22%; Giardia kill: 12; FLuc counter: inconclusive; p53 reactivation: 9%; Gal4-VP16 FLuc: -10%; Rab9 prom act: inconclusive; ELG1 genotox: inconclusive; RORgamma inh: 25%

Results for CN(CC(=O)Nc1cccc(F)c1)C(=O)c1cc(S(=O)(=O)N2CCCCC2)ccc1N1CCOCC1 ?
BRCA1 expr act: -2%; NPC1 promoter act: -6%; Giardia kill: -7; FLuc counter: -2%; p53 reactivation: 2%; Rab9 prom act: -5%; ELG1 genotox: 0%

What do the screens show for `O=C(CCn1c(=O)sc2ccccc21)Nc1nc2ccccc2s1`?
Menin MLL FP TR: 8%; BRCA1 expr act: 9%; PKM2 act: 10%; NPC1 promoter act: -4%; Giardia kill: 4; FLuc counter: -19%; p53 reactivation: -1%; Gal4-VP16 FLuc: inconclusive; Rab9 prom act: -3%; ELG1 genotox: 8%; RORgamma inh: inconclusive

How did O=C(NC(c1ccccc1)c1ccccc1)C1CCCO1 (configuration not stated) do in these assays?
Menin MLL FP TR: 5%; BRCA1 expr act: 3%; PKM2 act: -13%; NPC1 promoter act: -13%; Giardia kill: 2; FLuc counter: -3%; p53 reactivation: 5%; Gal4-VP16 FLuc: -8%; Rab9 prom act: -7%; ELG1 genotox: -1%; RORgamma inh: 39%

How did Cc1cc(C)c(OCCN2C(=O)NC(C)(C)C2=O)c(Cl)c1 do in these assays?
Menin MLL FP TR: 11%; BRCA1 expr act: 4%[1.84 µM]; PKM2 act: 18%; NPC1 promoter act: 3%; Giardia kill: -16; FLuc counter: -3%; p53 reactivation: -4%; Gal4-VP16 FLuc: -2%; Rab9 prom act: inconclusive; ELG1 genotox: 1%; RORgamma inh: 18%

Results for CCOC(=O)c1cccnc1NC(=O)c1ccccc1 ?
Menin MLL FP TR: 2%; BRCA1 expr act: -20%; PKM2 act: 6%; NPC1 promoter act: 1%; Giardia kill: 10; FLuc counter: -1%; p53 reactivation: 0%; Gal4-VP16 FLuc: -12%; Rab9 prom act: -4%; ELG1 genotox: 2%; RORgamma inh: -20%

What do the screens show for `Cc1[nH]c(C)c(S(=O)(=O)N2CCCCC2)c1C(=O)N1CCCC1`?
Menin MLL FP TR: -2%; BRCA1 expr act: -21%; NPC1 promoter act: -3%; Giardia kill: 4; FLuc counter: 2%; p53 reactivation: -6%; Gal4-VP16 FLuc: 2%; Rab9 prom act: -3%; ELG1 genotox: 1%; RORgamma inh: -9%

Results for COC(=O)c1ccc(-c2cc(CC3(C(=O)OC)CCN(C(=O)OC(C)(C)C)CC3)on2)cc1 ?
Menin MLL FP TR: 15%; BRCA1 expr act: -1%; PKM2 act: inconclusive; NPC1 promoter act: 0%; Giardia kill: 41[activator]; FLuc counter: inconclusive; p53 reactivation: 7%; Gal4-VP16 FLuc: 3%; Rab9 prom act: 0%; ELG1 genotox: 8%; RORgamma inh: 12%

What do the screens show for `O=C(Cn1cccc1C(=O)c1ccccc1)NCc1ccc2c(c1)OCO2`?
Menin MLL FP TR: 11%; BRCA1 expr act: 86%; PKM2 act: 7%; NPC1 promoter act: 16%; Giardia kill: 2; FLuc counter: -20%; p53 reactivation: 22%; Gal4-VP16 FLuc: 1%; Rab9 prom act: 15%; ELG1 genotox: 3%; RORgamma inh: 23%

What do the screens show for `COc1ccc(OC)c(NC(=O)NNS(=O)(=O)c2ccc(C)cc2C)c1`?
BRCA1 expr act: -12%; PKM2 act: -1%; NPC1 promoter act: 0%; Giardia kill: 17; FLuc counter: 3%; p53 reactivation: 4%; Gal4-VP16 FLuc: 7%; Rab9 prom act: -3%[1.84 µM]; ELG1 genotox: 0%; RORgamma inh: -8%

What do the screens show for `O=C(NCC(=O)N1CCN(C(c2ccccc2)c2ccccc2)CC1)c1ccccc1F`?
Menin MLL FP TR: inconclusive; BRCA1 expr act: -11%; NPC1 promoter act: 2%; Giardia kill: -10; FLuc counter: 4%; p53 reactivation: 2%; Gal4-VP16 FLuc: -25%; Rab9 prom act: -10%; ELG1 genotox: -39%[inhibitor]; RORgamma inh: -21%

What do the screens show for `Cc1cc(C(=O)COc2ccc(Br)cc2F)c(C)n1C1CC1`?
BRCA1 expr act: 45%; NPC1 promoter act: 15%; Giardia kill: -16; FLuc counter: 13µM*; p53 reactivation: inconclusive; Rab9 prom act: 18%; ELG1 genotox: 10%

How did CCCc1cc(C(=O)Nc2cccc(Cl)c2C)no1 do in these assays?
Menin MLL FP TR: 11%; BRCA1 expr act: 82%; PKM2 act: -3%; NPC1 promoter act: inconclusive; Giardia kill: -4; FLuc counter: 24µM*; p53 reactivation: 28%; Gal4-VP16 FLuc: -7%; Rab9 prom act: inconclusive; ELG1 genotox: 18µM*; RORgamma inh: 6%

How did CCCCNC(=O)CCn1c(=O)c2cccn2c2ccc(F)cc21 do in these assays?
Menin MLL FP TR: -2%; BRCA1 expr act: 1%; NPC1 promoter act: 1%; Giardia kill: 34[activator]; FLuc counter: 0%&-10%; p53 reactivation: -1%; Gal4-VP16 FLuc: -2%; Rab9 prom act: -10%; ELG1 genotox: 1%; RORgamma inh: 25%

Results for O=C(Nc1nc2ccc(S(=O)(=O)N3CCOCC3)cc2s1)c1cccs1 ?
Menin MLL FP TR: 16%; BRCA1 expr act: inconclusive; PKM2 act: -3%; NPC1 promoter act: 27%; Giardia kill: -6; FLuc counter: 19µM*; p53 reactivation: 3%; Gal4-VP16 FLuc: -5%; Rab9 prom act: 28%; ELG1 genotox: 3%; RORgamma inh: 1%

What do the screens show for `COc1cc(O)c(C(CC(=O)N2CCCC2)c2ccc(N(C)C)cc2)c(OC)c1` (configuration not stated)?
Menin MLL FP TR: -3%; BRCA1 expr act: 15%; PKM2 act: -8%; NPC1 promoter act: -4%; Giardia kill: inconclusive; FLuc counter: 1%; p53 reactivation: 1%; Gal4-VP16 FLuc: -7%&-8%; Rab9 prom act: 1%; ELG1 genotox: 4%; RORgamma inh: -28%&-10%

How did COc1ccc(CNC(=O)C(Cc2ccccc2)n2cccc2)cc1 (configuration not stated) do in these assays?
BRCA1 expr act: -12%; PKM2 act: 1%; NPC1 promoter act: -4%; Giardia kill: -7; FLuc counter: 0%; p53 reactivation: 7%; Gal4-VP16 FLuc: 0%; Rab9 prom act: 2%; ELG1 genotox: -2%; RORgamma inh: 15%

Results for CC(=O)CC(=O)NC1C2CC3CC(C2)CC1C3 (configuration not stated) ?
Menin MLL FP TR: 1%; BRCA1 expr act: 32%; PKM2 act: 3%; NPC1 promoter act: -3%; Giardia kill: 20; FLuc counter: -3%; p53 reactivation: 2%; Gal4-VP16 FLuc: 0%; Rab9 prom act: -5%; ELG1 genotox: 0%; RORgamma inh: -3%

What do the screens show for `O=C(NC1CCCCCCC1)C1CCN(S(=O)(=O)N2CCC3(CC2)OCCO3)CC1`?
Menin MLL FP TR: -7%; BRCA1 expr act: 3%; PKM2 act: -1%; NPC1 promoter act: -1%; Giardia kill: -11; FLuc counter: 3%; p53 reactivation: 3%; Gal4-VP16 FLuc: 2%; Rab9 prom act: -1%; ELG1 genotox: -1%; RORgamma inh: 8%

Results for CCC(=O)Oc1c(S(=O)(=O)c2ccc(C)cc2)c(C)nn1C(C)(C)C ?
Menin MLL FP TR: 0%; BRCA1 expr act: -4%; PKM2 act: 2%; NPC1 promoter act: -11%; Giardia kill: -3; FLuc counter: 1%; p53 reactivation: -18%; Gal4-VP16 FLuc: 0%; Rab9 prom act: 0%; ELG1 genotox: -12%; RORgamma inh: 0%

What do the screens show for `COC(=O)CCCN1C(=O)c2cccc3cccc(c23)C1=O`?
Menin MLL FP TR: 6%; BRCA1 expr act: -14%; PKM2 act: 1%; NPC1 promoter act: 23%; Giardia kill: 1; FLuc counter: inconclusive; p53 reactivation: -3%; Gal4-VP16 FLuc: 7%; Rab9 prom act: 5%; ELG1 genotox: 12%; RORgamma inh: inconclusive

How did CC(NC(=O)/C=C/c1ccco1)c1nc2ccccc2n1Cc1ccccc1F (configuration not stated) do in these assays?
Menin MLL FP TR: -9%; BRCA1 expr act: -15%; PKM2 act: 15%; NPC1 promoter act: 0%; Giardia kill: 0; FLuc counter: -8%; p53 reactivation: -5%; Gal4-VP16 FLuc: inconclusive; Rab9 prom act: -5%; ELG1 genotox: 2%; RORgamma inh: -36%
